Assay outcomes from PubChem BioAssay.
Hsp90 block: displaces geldanamycin probe from tumor Hsp90. P07900. NCI-N417 lysate Hsp90, Cy3B-geldanamycin FP displacement. inhibition, % at 30 µM. hit rate 0.35% among 64,000. AID 429;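 active = inhibition above 50%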;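 also: 0% = tracer plus lysate wells and 100% = tracer alone without lysate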
AP ELISA ortho: orthogonal test for alternative complement pathway inhibitors | inhibition, % at 5 µM | hit rate 0.08% among 62,000 | Human serum alternative complement pathway, LPS-coated ELISA, C3 deposition; tested in compound mixtures | AID 1235;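 active = inhibition above 30% in each of the two pooled mixtures holding the compound, so the lower value exceeds 30%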;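 also: 0% = serum in Mg-EGTA without compound and 100% = EDTA serum blank; some compounds past the cut are filed as inactive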
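Test system: human serum alternative complement pathway, C3 deposition on LPS-coated wells; also added: Plate-bound LPS; doses: 5 µM per compound in ten-compound mixtures; schedule: 1 h at 37 °C; detection: Anti-C3 ELISA, OD 450 nm; evaluation: percent inhibition of C3 deposition onto LPS; repeats: two pool placements per compound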
Ec RNAP inh: Escherichia coli RNA polymerase inhibition | hit rate 0.2% among 62,000 | inhibition, %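 (tested at 10 µM)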 | E. coli RNA polymerase, fluorescence transcription assay | P0A8V2 | AID 559; in the data active = inhibition above about 20%;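 also: 0% = enzyme without compound and 100% = no enzyme blank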
CatB block: blocks human cathepsin B protease activity. P07858. purified cathepsin B, fluorogenic substrate, fluorescence. inhibition, %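 (tested at 10 µM)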. hit rate 0.1% among 63,000; in the data active = inhibition above about 21%;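 also: 0% = enzyme with no compound and 100% = no enzyme blank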
D1 mod: allosterically modulates the human D1 dopamine receptor. B-score at 10 µM. P21728. hit rate 5.9% among 58,000. HEK293 D1, CRE-luciferase, dopamine EC30 potentiation; actives deviate in either direction;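 active = luminescence count or its row- and column-corrected plate score outside the 99.7% band of the plate's sample wells, on either side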
DUSP1 inh: human dual specificity phosphatase 1 inhibition | recombinant MKP-1, OMFP hydrolysis fluorescence | inhibition, %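 (compounds tested at a single concentration somewhere between 10 and 100 µM)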 | hit rate 0.15% among 65,000 | AID 374;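 active = inhibition above about 50%, limit read from the data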;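 also: 0% = DMSO max control wells and 100% = wells with enzyme stopped by NaOH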
Target sequence (P28562 whole entry, looked up): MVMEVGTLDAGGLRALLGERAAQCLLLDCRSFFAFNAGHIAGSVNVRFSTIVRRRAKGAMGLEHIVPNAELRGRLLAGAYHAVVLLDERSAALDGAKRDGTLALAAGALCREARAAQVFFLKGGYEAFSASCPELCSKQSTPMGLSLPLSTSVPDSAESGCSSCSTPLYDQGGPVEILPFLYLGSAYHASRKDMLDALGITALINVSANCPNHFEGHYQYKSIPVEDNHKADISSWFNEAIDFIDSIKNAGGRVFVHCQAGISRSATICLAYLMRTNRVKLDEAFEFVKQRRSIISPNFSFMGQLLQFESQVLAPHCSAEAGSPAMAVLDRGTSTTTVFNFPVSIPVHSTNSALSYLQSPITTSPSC
CatB mix inh: human cathepsin B inhibition by mixtures. P07858. Purified cathepsin B, AMC dipeptide fluorescence, compound mixtures. inhibition, %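 (ten-compound pools at 5 µM per compound and 50 µM total)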. hit rate 0.06% among 62,000. AID 488; in the data active = inhibition above about 22%, passing the limit was not always enough;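 also: 0% = enzyme without compound and 100% = no enzyme blank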
tolC growth inh: blocks growth of E. coli BW25113 tolC mutant; OD615; growth inhibition, % at 10 µM (by protocol); hit rate 2.2% among 65,000; AID 573;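 active = growth inhibition at or above a cutoff equal to the mean over every tested compound plus 3 SD, cut at about 60% in these data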;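 also: growth measured after 20 h incubation at 37 °C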
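Material: E. coli BW25113 ΔtolC::kan, tolC deletion mutant strain. Measure: percent growth inhibition. Schedule: 37 °C, 20 h exposure. Doses: single-point testing at 10 µM. Signal: A615 absorbance measurement. Buffer or medium: kanamycin-containing LB broth (50 µg/mL).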
Cdc25B inh: inhibitors of human Cdc25B phosphatase; inhibition, %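 (compounds tested at 10 µM final in the well)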; AID 368; P30305; hit rate 0.1% among 65,000; recombinant Cdc25B, OMFP fluorescence Ex485/Em525; in the data active = inhibition above about 50%
Target sequence (P30305 whole entry, looked up): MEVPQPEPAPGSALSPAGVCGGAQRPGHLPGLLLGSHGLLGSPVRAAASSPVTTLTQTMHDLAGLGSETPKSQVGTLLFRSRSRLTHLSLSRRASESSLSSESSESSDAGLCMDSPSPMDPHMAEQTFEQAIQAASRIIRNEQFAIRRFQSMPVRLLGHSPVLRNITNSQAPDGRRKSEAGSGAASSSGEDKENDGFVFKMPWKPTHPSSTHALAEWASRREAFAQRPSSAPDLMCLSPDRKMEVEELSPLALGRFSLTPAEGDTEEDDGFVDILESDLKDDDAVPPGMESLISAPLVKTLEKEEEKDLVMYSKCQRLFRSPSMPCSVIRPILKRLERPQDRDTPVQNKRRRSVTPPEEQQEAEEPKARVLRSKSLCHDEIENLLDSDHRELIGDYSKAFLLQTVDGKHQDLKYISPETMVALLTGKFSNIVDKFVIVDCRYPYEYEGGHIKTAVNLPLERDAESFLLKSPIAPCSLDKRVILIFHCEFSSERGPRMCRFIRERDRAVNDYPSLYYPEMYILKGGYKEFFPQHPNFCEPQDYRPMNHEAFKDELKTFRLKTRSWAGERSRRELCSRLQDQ
* = called active by the depositor; · = no result given.

SMILES	Hsp90 block	AP ELISA ortho	Ec RNAP inh	CatB block	D1 mod	DUSP1 inh	CatB mix inh	tolC growth inh	Cdc25B inh
COC(=O)C1=C(C)Nc2nnnn2C1c1cc(OC)ccc1OC (stereo not drawn)	1	-11	3	6	2.1	6	3	-18	-3
CC1CN(c2nc3c(c(=O)n(Cc4ccc(Cl)cc4)c(=O)n3C)n2C)CC(C)O1 (stereo not drawn)	2	-14	4	1	2.6	7	-4	16	4
CC(C)NC(=O)c1cc(C(=O)c2cc(Cl)ccc2O)coc1=N	-3	18	2	-8	·	41	2	9	-13
Cc1sc(NC(=O)CSc2nc(N)n(CC(=O)c3ccccc3)n2)c(C#N)c1C	0	-7	6	5	1.8	11	3	49	-6
Cn1nc(CC(=O)N2CCN(c3ccccc3)CC2)c2ccccc2c1=O	-2	-6	·	-1	-0.86	9	-1	0	-1
Cc1nc2ccc(NC(=O)C3CCN(S(=O)(=O)c4cccs4)CC3)cc2s1	-1	11	-1	-2	-0.8	23	-6	20	8
CCCCCC(=O)N1CCN(CCN=CC2=C(O)CC(c3ccc(OC)c(OC)c3)CC2=O)CC1 (stereo not drawn)	-2	19	3	-2	0.079	-3	-2	-28	-4
CCn1c(COc2ccccc2C)nnc1SCC(=O)N1CCCCC1	-5	1	14	-1	-0.61	5	7	-1	-11
Cc1ccc(C(=O)NCCCNCCCN(C)C)cn1	-1	11	-2	2	0.13	-14	1	-15	-18
CCOC(=O)C1CCN(S(=O)(=O)c2ccc(-n3cnnn3)c(C)c2)CC1	-1	3	1	-7	-0.33	14	0	-19	2
Cc1c(C)c2cc(Cl)c(O)c(CN3CCN(C)CC3)c2oc1=O	-2	·	·	·	·	-14	·	19	20
O=C(Nc1ccc(F)cc1)C1CCCN(S(=O)(=O)c2cccc3cccnc23)C1 (stereo not drawn)	-2	-8	13	4	1.2	6	2	6	-6
CCN(CC)S(=O)(=O)c1ccc(Nc2cc(C)nc3ncnn23)cc1	2	2	4	1	-0.047	-3	-1	-1	13
CN1CCN(C(=O)C2(NC(=O)Nc3cccc(F)c3)CCCCC2)CC1	5	6	8	3	0.54	-2	3	-7	-9
Cn1c(Cc2csc(N)n2)nnc1SC/C=C/c1ccccc1	-1	6	5	3	0.48	4	2	-8	-7

Molecules above that have a Cl atom (3):
SMILES	Hsp90 block	AP ELISA ortho	Ec RNAP inh	CatB block	D1 mod	DUSP1 inh	CatB mix inh	tolC growth inh	Cdc25B inh
CC1CN(c2nc3c(c(=O)n(Cc4ccc(Cl)cc4)c(=O)n3C)n2C)CC(C)O1 (stereo not drawn)	2	-14	4	1	2.6	7	-4	16	4
CC(C)NC(=O)c1cc(C(=O)c2cc(Cl)ccc2O)coc1=N	-3	18	2	-8	·	41	2	9	-13
Cc1c(C)c2cc(Cl)c(O)c(CN3CCN(C)CC3)c2oc1=O	-2	·	·	·	·	-14	·	19	20

More records.
SMILES	Hsp90 block	AP ELISA ortho	Ec RNAP inh	CatB block	D1 mod	DUSP1 inh	CatB mix inh	tolC growth inh	Cdc25B inh
Cc1cc(C(=O)N2CCN(c3ccccn3)CC2)no1	·	17	4	3	-0.1	0	1	-7	-6
O=C(NCCc1c[nH]c2ccccc12)c1cnc2n(c1=O)CCS2	-7	-12	-13	-1	0.18	-1	-1	-10	3
CCn1c(SCC(=O)Nc2ccccc2)nnc1-c1ccc(S(=O)(=O)N2CCOCC2)cc1	-3	21	2	-5	-0.5	-5	-8	0	1
CC1(C)CC(=O)C(C=NCCN2CCN(C(=O)c3ccccc3)CC2)=C(O)C1	-4	12	0	0	0.19	3	-2	-18	-3
COc1cccc(C(=O)NCC2CCN(c3ccc(S(=O)(=O)N4CCOCC4)cc3)CC2)c1	0	14	4	-1	-0.36	10	-3	3	2
O=S(=O)(c1ccc(N2CCN(c3ccc(F)cc3)CC2)cc1)N1CCCC1	-5	3	3	-2	0.5	-7	4	-2	1
O=C(Cc1cccs1)NCc1ccc(F)cc1	0	-1	2	6	0.2	-6	5	-3	-2
C=CCSc1nc(C)c(CC(=O)OCCCC)c(=O)[nH]1	-1	16	3	-3	0.38	32	5	6	-3
CCOc1ccc(C(C)=O)cc1CSc1nnc(-c2cccs2)n1CC1CCCO1 (stereo not drawn)	-1	7	6	0	0.18	0	-5	11	-18
O=C1CC(C(=O)NCc2ccccc2)N=C(N2CCCCC2)N1 (stereo not drawn)	-2	1	10	3	0.035	9	0	-12	-3
O=C(COC(=O)c1cncc(Br)c1)NCC1CCCO1 (stereo not drawn)	-4	7	3	-5	0.13	-9	5	-22	2
Cc1c(C)n(Cc2ccccc2)c2ncnc(N)c12	-1	-2	-4	-1	-2.8*	3	0	30	-10
O=C(C1=COCCO1)N1CCN(S(=O)(=O)c2cccc(Cl)c2Cl)CC1	-2	6	5	-7	0.4	-6	3	-7	-6
COC(=O)CCC(=O)N1CCc2cc(S(=O)(=O)N3CCN(c4ccccc4Cl)CC3)ccc21	1	13	5	-1	0.9	16	2	8	9
COc1ccc(OC)c(C2c3c(oc4ccccc4c3=O)C(=O)N2CCCN(C)C)c1 (stereo not drawn)	3	-16	-7	0	-1	12	-2	-7	-4

An excerpt from above in order of molar mass, ascending:
SMILES	Hsp90 block	AP ELISA ortho	Ec RNAP inh	CatB block	D1 mod	DUSP1 inh	CatB mix inh	tolC growth inh	Cdc25B inh
C=CCSc1nc(C)c(CC(=O)OCCCC)c(=O)[nH]1	-1	16	3	-3	0.38	32	5	6	-3
O=C1CC(C(=O)NCc2ccccc2)N=C(N2CCCCC2)N1 (stereo not drawn)	-2	1	10	3	0.035	9	0	-12	-3
O=C(NCCc1c[nH]c2ccccc12)c1cnc2n(c1=O)CCS2	-7	-12	-13	-1	0.18	-1	-1	-10	3
O=C(COC(=O)c1cncc(Br)c1)NCC1CCCO1 (stereo not drawn)	-4	7	3	-5	0.13	-9	5	-22	2
CCn1c(SCC(=O)Nc2ccccc2)nnc1-c1ccc(S(=O)(=O)N2CCOCC2)cc1	-3	21	2	-5	-0.5	-5	-8	0	1
COC(=O)CCC(=O)N1CCc2cc(S(=O)(=O)N3CCN(c4ccccc4Cl)CC3)ccc21	1	13	5	-1	0.9	16	2	8	9

Further structures:
SMILES	Hsp90 block	AP ELISA ortho	Ec RNAP inh	CatB block	D1 mod	DUSP1 inh	CatB mix inh	tolC growth inh	Cdc25B inh
Cc1ccc(-c2nc(CS(=O)(=O)CC(=O)N3CCc4ccccc4C3)c(C)o2)cc1	0	7	8	11	·	3	3	16	-7
CCOC(=O)c1cnc2ccccc2c1NCCO	·	4	6	4	0.56	11	4	-10	-14
O=C(O)Cn1c(SCCOc2ccccc2F)nc2ccccc21	-1	5	-2	3	0.33	9	1	-17	-1
c1ccc(N2CCN(Cc3cn4cccnc4n3)CC2)cc1	-5	14	4	-2	-0.8	-4	7	-5	1
CCOc1nc2c(c(=O)n(C)c(=O)n2C)n1Cc1ccccc1Cl	0	-1	6	-2	0.76	1	-2	15	3
O=S1(=O)C=C(SCCN2CCCCC2)c2ccccc21	-3	16	0	3	0.1	5	0	-4	2
Cc1ccc(SCC(=O)NCCCN2CCOCC2)cc1	1	6	2	2	0.4	-6	3	2	-8
COc1ccc(C2NCCC3(O)CCCCC23)c(OC)c1OC (stereo not drawn)	-6	8	6	5	0.46	5	2	-26	20
OC(COc1ccc(OCc2ccccc2)cc1)CN1CCOCC1 (stereo not drawn)	0	7	9	0	1.5	-13	6	3	4
Cc1nc2nc(SCC(N)=O)[nH]c2cc1Br	2	-2	-2	-1	0.076	-19	-1	-29	-5
CSc1nc(C)c(C(=O)Nc2ccccc2)c(C)c1C#N	0	0	9	-2	0.32	-7	7	-4	2
COc1ccc(CC(=O)N2CCNC2=O)cc1	-1	-6	6	8	0.99	-2	1	-23	2
Cc1nn(C)c(C)c1S(=O)(=O)N1CCCC(C(=O)NC2CCCCC2)C1 (stereo not drawn)	0	1	4	-2	-1.2	-5	-3	-11	-3
O=C(c1ccc(F)cc1)N1CCCCC(Sc2nnc3ccccn23)C1=O (stereo not drawn)	0	-7	1	5	-0.24	6	4	-5	-3
CCn1c(SCc2nc3ccccc3c(=O)[nH]2)nc2ccccc2c1=O	-3	·	·	·	2.3	-1	·	16	-3
Cc1cc(SCC#N)n2nc(C)c(-c3ccccc3)c2n1	1	15	·	1	14*	-6	-3	61*	-1
COC(=O)c1ccc(C2C(C(C)=O)=C(O)C(=O)N2CCO)cc1 (stereo not drawn)	-1	12	3	2	·	-8	3	0	-15
COc1cc(C(c2sc3nc(C)nn3c2O)N2CCC3(CC2)OCCO3)cc(OC)c1OC (stereo not drawn)	0	-2	7	10	·	4	5	8	5
Cc1ccc(N2CCN(C(=O)c3ccccc3F)CC2)c(C)c1	-4	16	2	-2	-0.12	14	4	33	-6
CCOC(=O)Cc1csc(NC(=O)CC)n1	3	12	8	2	-1.5	11	3	-6	6
CCc1c(C(=O)NCc2ccc3c(c2)OCO3)[nH]c(C)c1C(C)=O	-1	5	3	0	·	-5	2	-9	-1
CN(C)CCCOC(=O)C1c2ccccc2Oc2ccccc21	-1	-7	4	-3	·	-20	3	12	-22
CCOC(=O)c1[nH]c(C)c(C(=O)Nc2ccccc2C)c1C	-2	2	21*	5	-0.081	-5	7	8	-13
COc1ccc(N2CCN(CCNC(=O)c3ccc(NC(=O)C4CCCO4)cc3)CC2)cc1 (stereo not drawn)	·	8	2	3	-0.12	-2	2	-6	-14
CCN(CC)C(=O)CC(c1ccc(F)cc1)c1ccco1 (stereo not drawn)	-5	10	8	7	-0.12	21	0	-3	-7
CN(Cc1ccccc1)C(=O)N[C@@H](Cc1ccccc1)C(=O)O	-4	15	4	1	0.85	11	4	-6	-5
CCCc1nnc(NC(=O)CCC(=O)N2CCN(CCn3c(C)ccc3C)CC2)s1	-6	0	8	4	1.3	26	4	-12	-5
CCOc1ccccc1NC(=O)COc1cccc(-n2cnnn2)c1	-1	23	2	-5	3.1	4	3	-2	-7
COc1ccc(C(=O)NCCn2cc(SCC(=O)NCc3ccco3)c3ccccc32)cc1	-4	12	2	-3	·	7	2	24	-6
C=C(Br)CN1CCN(CC(=C)Br)CC1	-6	·	5	8	·	-20	·	-3	15
CCOC(=O)C1CCCN(Cc2cc(OC)c(O)c(OC)c2)C1 (stereo not drawn)	1	5	·	-1	-0.18	1	2	-14	-8

Gathered by group, those above with a cyano group (3)
SMILES	Hsp90 block	AP ELISA ortho	Ec RNAP inh	CatB block	D1 mod	DUSP1 inh	CatB mix inh	tolC growth inh	Cdc25B inh
Cc1sc(NC(=O)CSc2nc(N)n(CC(=O)c3ccccc3)n2)c(C#N)c1C	0	-7	6	5	1.8	11	3	49	-6
CSc1nc(C)c(C(=O)Nc2ccccc2)c(C)c1C#N	0	0	9	-2	0.32	-7	7	-4	2
Cc1cc(SCC#N)n2nc(C)c(-c3ccccc3)c2n1	1	15	·	1	14*	-6	-3	61*	-1

The order is random. About 7.6% of those tested had a hit in this group.
